# Compound activity from PubChem.
# GLD-1 RNA inh – GLD-1-TGE RNA interaction inhibition (C. elegans). Q17339. purified GLD-1 + fluorescein TGE RNA, fluorescence polarization. inhibition, % at 5.96 µM. AID 2280. 320,000 tested, 0.44% active;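 active = percent inhibition above a per-plate cutoff, the plate mean of test compounds plus 3 SD, cut at about 30% in these data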;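 note: 0% = DMSO wells with GLD-1 and probe and 100% = wells lacking GLD-1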
# Target sequence (Q17339 whole entry, looked up): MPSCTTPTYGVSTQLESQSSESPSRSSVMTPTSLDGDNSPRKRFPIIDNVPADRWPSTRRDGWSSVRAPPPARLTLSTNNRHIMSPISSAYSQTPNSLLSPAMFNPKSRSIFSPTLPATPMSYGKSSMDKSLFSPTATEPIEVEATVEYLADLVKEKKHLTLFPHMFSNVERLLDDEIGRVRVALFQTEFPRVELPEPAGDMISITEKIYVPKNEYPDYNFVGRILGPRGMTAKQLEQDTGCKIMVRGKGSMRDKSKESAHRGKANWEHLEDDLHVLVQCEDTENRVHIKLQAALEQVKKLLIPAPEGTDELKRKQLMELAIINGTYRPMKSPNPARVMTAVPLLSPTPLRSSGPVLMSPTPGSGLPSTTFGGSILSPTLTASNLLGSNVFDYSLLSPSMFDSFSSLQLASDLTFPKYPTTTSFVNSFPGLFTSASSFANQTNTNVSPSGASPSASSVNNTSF
# PAD4 FP inh – blocks human protein arginine deiminase 4 | Q9UM07 | recombinant PAD4, RCA probe fluorescence polarization | inhibition, % at 6.36 µM | 330,000 tested, 0.41% active | AID 485272;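 active = percent inhibition above a cutoff equal to the mean of all tested compounds plus 3 SD, cut at about 15% in these data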;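 note: 0% = PAD4 with RCA probe and DMSO and 100% = probe without PAD4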
# An asterisk follows results filed as active. An excerpt; rates above refer to the full screens.
[1] O=C(NCc1cccnc1)c1ccc(NS(=O)(=O)c2cccc([N+](=O)[O-])c2)cc1
[2] CN(CC(=O)Nc1ccc(F)cc1)C(=O)CN1C(=O)NC2(CCCCC2)C1=O
[3] CCN(CC)C(=O)c1[nH]cnc1C(=O)NCc1ccccc1
[4] CC(C)NC(=O)Nc1cccc2c1O[C@H](CN(C)C(=O)NC(C)C)[C@@H](C)CN([C@H](C)CO)C2=O
[5] C[C@H](CO)N1C[C@H](C)[C@@H](CN(C)C(=O)Nc2ccc(C(F)(F)F)cc2)Oc2ccc(NC(=O)Cn3cnnn3)cc2C1=O
[6] C[C@@H]1COC(=O)[C@H](CC(=O)OC(C)(C)C)C/C=C\C[C@@H](CC(=O)N(CCO)Cc2ccccc2)C(=O)N1
[7] O=S(=O)(Nc1ccc(-n2cnnn2)cc1)c1ccc(Cl)s1
[8] C[C@]12c3[nH]c4ccccc4c3CCN1C(=O)C(CC(=O)NCCN1CCOCC1)C[C@@H]2C(=O)N1CCOCC1 (stereo not given in full)
[9] O=C(NCC1CCCO1)c1cccc2c1C(=O)c1ccc(N3CCC(Cc4ccccc4)CC3)cc1S2(=O)=O (stereo not given)
[10] CS(=O)(=O)c1ccc(C(=O)NCC2(N3CCOCC3)CCCCC2)cc1

compound no.,1,2,3,4,5,6,7,8,9,10
GLD-1 RNA inh,-6.7,10.4,-1.1,3.1,-4.7,-0.1,-4.0,5.7,6.2,3.6
PAD4 FP inh,0.4,-0.3,-2.7,-4.0,-0.3,4.2,2.5,1.3,-8.5,0.7

[11] CCN(C(=O)COC(=O)/C=C/c1ccc(F)cc1)C1CCCCC1
[12] COc1ccc(S(=O)(=O)N2CCOCC2)cc1NC(=O)CN1CCCc2ccccc21
[13] C=CCC[C@@H](Cc1ccc(F)cc1)C(=O)O[C@H](CNC(=O)[C@@H](CC=C)CC(=O)N[C@H](CO)Cc1ccccc1)c1ccccc1
[14] COC(=O)[C@]1(Cc2ccccc2)N[C@H](CN(C)C(=O)Nc2ccccc2)[C@@H]2C(=O)N(Cc3ccccc3)C(=O)[C@@H]21
[15] O=C(NC1CCCCC1)c1cc(S(=O)(=O)N2CCN(c3ccccc3)CC2)ccc1Cl
[16] CC(C)C(=O)N1CCN(c2ccccc2NC(=S)NC(=O)/C=C/c2ccco2)CC1
[17] O=C(C[C@@H]1C/C=C\C[C@@H](Cc2ccc(F)cc2)C(=O)OCCNC1=O)N[C@H](CO)Cc1ccccc1
[18] COc1cc(C(=O)NNC(=O)/C=C/c2ccco2)cc(OC)c1OC
[19] Cc1noc(C)c1S(=O)(=O)N(C)C[C@H]1Oc2c(NS(=O)(=O)c3cn(C)cn3)cccc2C(=O)N([C@H](C)CO)C[C@@H]1C
[20] N/C(=N\OCC(=O)Nc1ccc(F)c(Cl)c1)c1ccccc1

compound no.,11,12,13,14,15,16,17,18,19,20
GLD-1 RNA inh,3.9,-6.3,1.2,1.4,1.4,5.8,0.1,9.0,4.2,-0.3
PAD4 FP inh,4.6,-4.3,2.5,-2.9,-2.4,0.5,1.5,-4.3,37.1*,-1.6

[21] Cc1cc(C(=O)CSc2nc(N)cc(=O)[nH]2)c(C)n1CC1CCCO1 (stereo not given)
[22] COc1ccc(NC(=O)CSc2n[nH]c(-c3ccncc3)n2)cc1Cl
[23] O=C(Nc1cccc(S(=O)(=O)Nc2ccccc2F)c1)c1ccco1
[24] Nc1nc(SCC(=O)N2CCCc3ccccc32)n[nH]1
[25] Cc1cccc(C)c1NC(=O)CN(C)CC(=O)N1CC(=O)Nc2ccccc21
[26] CC(=O)c1cccc(-c2csc(N3CCC(C(N)=O)CC3)n2)c1
[27] Cc1ccc(S(=O)(=O)/N=C(/Nc2ccc([N+](=O)[O-])cc2[N+](=O)[O-])c2ccccc2)cc1
[28] C[C@@]12C(=O)N(CC3CCCO3)CC(=O)N1[C@H]1c3cc(Cl)ccc3OC[C@@H]1[C@@H]2c1ccccc1 (stereo not given in full)
[29] Cc1cccc(C(=O)OCC(=O)NC23CC4CC(CC(C4)C2)C3)c1O
[30] Cn1nc(C(=O)OCC(=O)NCc2ccc(Cl)cc2)c2ccccc2c1=O

compound no.,21,22,23,24,25,26,27,28,29,30
GLD-1 RNA inh,-0.7,0.9,-2.0,-1.6,3.6,5.0,-1.3,1.3,-2.3,-1.0
PAD4 FP inh,28.3*,2.9,1.0,-1.1,3.4,2.6,0.8,-0.2,-6.0,0.2

[31] CC(O)c1cc2c(s1)c1cnn(Cc3ccccc3F)c(=O)c1n2C (stereo not given)
[32] O=C(OCC(=O)N1CCc2ccccc21)c1ccc([N+](=O)[O-])o1
[33] O=c1cc(-c2ccsc2)oc2cc(-c3ccc4c(c3)OCO4)ccc12
[34] Cc1ccc(NC(=O)COC(=O)c2ccc[n+]([O-])c2)c(Br)c1
[35] O=C(COc1ccc(S(=O)(=O)N2CCOCC2)cc1)Nc1ccc(Br)cc1
[36] COc1cccc(NC(=O)CN(C)CC(=O)NCc2ccc(F)cc2)c1
[37] COc1ccc(S(=O)(=O)Nc2cccc3c2O[C@H](CN(C)Cc2ccc(-c4ccccc4)cc2)[C@@H](C)CN([C@H](C)CO)C3=O)cc1
[38] C[C@H](CO)N1C[C@H](C)[C@@H](CN(C)S(=O)(=O)c2cn(C)cn2)Oc2c(NC(=O)Nc3ccc4c(c3)OCO4)cccc2C1=O
[39] Cc1ccccc1C(=O)NCC(=O)N1CCN(C/C=C/c2ccccc2)CC1
[40] CC(C)Oc1ccc(S(=O)(=O)N2CCOCC2)cc1NC(=O)Cc1ccsc1

compound no.,31,32,33,34,35,36,37,38,39,40
GLD-1 RNA inh,-4.5,4.7,-2.3,0.4,-0.1,-0.6,6.3,1.3,-3.3,1.2
PAD4 FP inh,-5.9,-22.6,3.6,-3.8,5.1,6.3,2.7,5.0,-4.5,0.0

[41] Cc1ccc(OCCC(=O)NNC(=O)c2ccc(Br)cc2)cc1
[42] CC(=O)Nc1sc(C)c(C)c1C(=O)OCC(=O)Nc1ccc(S(N)(=O)=O)cc1
[43] CN(Cc1nc2ccccc2c(=O)[nH]1)C(=O)C1CC(=O)N(c2cccc3ccccc23)C1 (stereo not given)
[44] Cc1nc(NC(=O)COC(=O)[C@@H](NC(=O)c2ccco2)C(C)C)c(Cl)cc1Cl
[45] O=C(COC(=O)/C=C/c1ccc(OC(F)F)cc1)Nc1ccc2[nH]c(=O)[nH]c2c1
[46] COc1ccc(C(=O)OCC(=O)NCCc2ccc(F)cc2)cc1S(=O)(=O)N1CCOCC1
[47] Cc1ccc(C(=O)Nc2cccc(C(F)(F)F)c2)cc1NC(=O)c1c[nH]c2cc(C(F)(F)F)ccc2c1=O
[48] Nc1cc(C(=O)OCC(=O)NNC(=O)c2ccccc2F)ccc1Cl
[49] O=C(COC(=O)c1cccnc1Cl)NC1CCCCCC1
[50] C[C@@]12C(=O)Nc3ccc(F)cc3C(=O)N1[C@H]1c3ccccc3OC[C@@H]1[C@@H]2c1ccccc1

compound no.,41,42,43,44,45,46,47,48,49,50
GLD-1 RNA inh,-4.6,-8.5,4.1,4.3,-2.2,4.4,5.7,1.1,5.1,1.8
PAD4 FP inh,1.1,1.7,-4.0,-5.1,-2.4,-0.2,0.8,0.5,2.7,-1.0

[51] O=C1CCCC(=NNC(=O)c2cc3ccccc3cc2O)C1
[52] C[C@H](CO)N1C[C@H](C)[C@@H](CN(C)S(=O)(=O)c2ccccc2)Oc2ccc(NC(=O)C3CC3)cc2C1=O
[53] C[C@H]1CN([C@@H](C)CO)C(=O)c2cccc(NC(=O)c3ccncc3)c2O[C@H]1CN(C)C(=O)Nc1ccccc1
[54] O=C(COC(=O)c1ccc2ncsc2c1)Nc1ccc(OC(F)(F)F)cc1
[55] O=C(Cn1nnc(-c2ccccc2)n1)NCC(=O)Nc1ccc(F)c(F)c1F
[56] O=C(O)c1ccccc1NS(=O)(=O)c1ccc(NN=Cc2ccc(F)cc2)c([N+](=O)[O-])c1
[57] O=C(N[C@H]1C/C=C\C[C@H](CC(=O)N(CCO)Cc2ccccc2)C(=O)N[C@H](Cc2c[nH]c3ccccc23)COC1=O)OCC1c2ccccc2-c2ccccc21
[58] CN(CCc1ccccc1)C(=O)c1ccc(NC(=O)Cc2ccc([N+](=O)[O-])cc2)cc1
[59] COc1cccc(CC(=O)Nc2ccc(S(=O)(=O)Nc3nccs3)cc2)c1
[60] O=C(NCCOc1ccccc1)C1=CC=CN2CCS(=O)(=O)N=C12

compound no.,51,52,53,54,55,56,57,58,59,60
GLD-1 RNA inh,-86.3,2.6,-4.2,5.0,3.9,0.4,-0.4,2.2,-3.1,-3.4
PAD4 FP inh,-1.2,-0.4,0.6,-7.4,-10.9,5.0,0.9,-3.9,3.9,-0.5

[61] Cc1cccc(C(=O)O[C@H]2[C@H](C)NS(=O)(=O)[C@H]3CC4C=C[C@]23O4)c1
[62] CSc1ccccc1NC(=O)CN(C)CC(=O)Nc1ccc(S(=O)(=O)N2CCCC2)cc1
[63] CCN(C[C@H]1N[C@@](Cc2ccccc2)(C(=O)OC)[C@H]2C(=O)N(Cc3ccccc3)C(=O)[C@@H]12)C(=O)C1CCCCC1
[64] Nc1ccc(N2CCCC2)c(S(=O)(=O)Nc2cccc(C(F)(F)F)c2)c1
[65] O=C(NCC(=O)N1CCN(Cc2ccc3c(c2)OCO3)CC1)c1ccccc1F
[66] NC(=O)C1Cc2ccccc2CN1C(=O)c1cc(C2CC2)nn1-c1ccccc1 (stereo not given)
[67] CC1(C)NC(=O)N(CC(=O)OCC(=O)c2ccc(Br)s2)C1=O
[68] C#CCOCCOCCOCCNc1nc(N2CCN(C(=O)[C@H](CC(N)=O)n3cc(C(N)[C@H](C)CC)nn3)CC2)nc(N2CCN(C(=O)[C@H](CC(N)=O)n3cc(C(N)[C@@H](C)CC)nn3)CC2)n1 (stereo not given in full)
[69] O=C(CCNC(=O)c1ccc([N+](=O)[O-])cc1)Oc1ccc(F)c(F)c1
[70] CC1CC(C)CN(C(=O)COC(=O)CCC(=O)c2cccs2)C1 (stereo not given)

compound no.,61,62,63,64,65,66,67,68,69,70
GLD-1 RNA inh,4.9,-1.3,1.0,10.7,7.4,4.6,-2.6,2.1,2.7,-2.0
PAD4 FP inh,3.5,0.2,0.1,-4.9,5.3,4.3,2.6,4.4,-2.4,-0.7

[71] O=C1N[C@H](Cc2ccccc2)COC(=O)[C@@H](Cc2ccc(F)cc2)CC/C=C/C[C@H]1CC(=O)N(CCO)Cc1ccccc1
[72] Cc1noc(C)c1NC(=O)Nc1cccc2c1O[C@H](CN(C)S(=O)(=O)c1cccs1)[C@@H](C)CN([C@H](C)CO)C2=O
[73] O=C(OCC(=O)c1ccc(Cl)cc1Cl)c1ccccn1
[74] CN(C(=O)COC(=O)c1cnc(Cl)c(Cl)c1)C1CCCCC1
[75] C=CC[C@H](CC(=O)N(CCO)Cc1ccccc1)C(=O)N[C@@H](COC(=O)[C@@H](CC=C)Cc1ccc(F)cc1)Cc1ccccc1
[76] COc1ccccc1/C=C/C(=O)N1CCN(S(=O)(=O)c2cccs2)CC1
[77] COc1ccccc1NC(=O)COC(=O)Cn1cnc2c1c(=O)n(C)c(=O)n2C
[78] COc1ccccc1Nc1nnc(SCC(=O)c2c(N)n(C3CC3)c(=O)[nH]c2=O)s1
[79] CCNC(=O)N(CC)C[C@H]1N[C@@](Cc2ccccc2)(C(=O)OC)[C@H]2C(=O)N(Cc3ccccc3)C(=O)[C@@H]12
[80] Cc1ccc(C(C)C)c(OCC(=O)NNC(=O)Cc2ccc(S(=O)(=O)N3CCOCC3)s2)c1

compound no.,71,72,73,74,75,76,77,78,79,80
GLD-1 RNA inh,-1.3,8.9,3.5,-0.1,4.2,0.7,-0.7,-4.0,2.8,-6.7
PAD4 FP inh,0.4,-5.4,0.9,0.0,4.5,0.8,1.6,-8.6,-2.4,2.8

# Structural class, the compounds so far containing an aryl methoxy group
[12] COc1ccc(S(=O)(=O)N2CCOCC2)cc1NC(=O)CN1CCCc2ccccc21
[18] COc1cc(C(=O)NNC(=O)/C=C/c2ccco2)cc(OC)c1OC
[22] COc1ccc(NC(=O)CSc2n[nH]c(-c3ccncc3)n2)cc1Cl
[36] COc1cccc(NC(=O)CN(C)CC(=O)NCc2ccc(F)cc2)c1
[37] COc1ccc(S(=O)(=O)Nc2cccc3c2O[C@H](CN(C)Cc2ccc(-c4ccccc4)cc2)[C@@H](C)CN([C@H](C)CO)C3=O)cc1
[46] COc1ccc(C(=O)OCC(=O)NCCc2ccc(F)cc2)cc1S(=O)(=O)N1CCOCC1
[59] COc1cccc(CC(=O)Nc2ccc(S(=O)(=O)Nc3nccs3)cc2)c1
[76] COc1ccccc1/C=C/C(=O)N1CCN(S(=O)(=O)c2cccs2)CC1
[77] COc1ccccc1NC(=O)COC(=O)Cn1cnc2c1c(=O)n(C)c(=O)n2C
[78] COc1ccccc1Nc1nnc(SCC(=O)c2c(N)n(C3CC3)c(=O)[nH]c2=O)s1

compound no.,12,18,22,36,37,46,59,76,77,78
GLD-1 RNA inh,-6.3,9.0,0.9,-0.6,6.3,4.4,-3.1,0.7,-0.7,-4.0
PAD4 FP inh,-4.3,-4.3,2.9,6.3,2.7,-0.2,3.9,0.8,1.6,-8.6
